Source: PubChem (The Scripps Research Institute Molecular Screening Center)
Fh CTSL1 inh – cathepsin L1 inhibition, PFM18AAP counter-screen | recombinant F. hepatica cathepsin L1, Z-Leu-Arg-MCA fluorescence | inhibition, % at 5.96 µM | hit rate 0.49% among 300,000;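 active = inhibition above the mean of all tested compounds plus 3 SD, set per screening campaign, cut at about 17% in these data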;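 also: 0% = plate median of test compound wells and 100% = 1 µM Z-Phe-Ala-diazomethylketone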
PP5 primary – blocks human protein phosphatase 5 activity | hit rate 0.18% among 320,000 | P53041 | inhibition, % at 6.7 µM | purified PP5c, OMFP substrate fluorescence;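 active = inhibition above the campaign's mean inhibition across all tested compounds plus 3 SD, cut at about 9.5% in these data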;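 also: 0% = DMSO only and 100% = 100 µM cantharidin control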
Target sequence (P53041 whole entry, looked up): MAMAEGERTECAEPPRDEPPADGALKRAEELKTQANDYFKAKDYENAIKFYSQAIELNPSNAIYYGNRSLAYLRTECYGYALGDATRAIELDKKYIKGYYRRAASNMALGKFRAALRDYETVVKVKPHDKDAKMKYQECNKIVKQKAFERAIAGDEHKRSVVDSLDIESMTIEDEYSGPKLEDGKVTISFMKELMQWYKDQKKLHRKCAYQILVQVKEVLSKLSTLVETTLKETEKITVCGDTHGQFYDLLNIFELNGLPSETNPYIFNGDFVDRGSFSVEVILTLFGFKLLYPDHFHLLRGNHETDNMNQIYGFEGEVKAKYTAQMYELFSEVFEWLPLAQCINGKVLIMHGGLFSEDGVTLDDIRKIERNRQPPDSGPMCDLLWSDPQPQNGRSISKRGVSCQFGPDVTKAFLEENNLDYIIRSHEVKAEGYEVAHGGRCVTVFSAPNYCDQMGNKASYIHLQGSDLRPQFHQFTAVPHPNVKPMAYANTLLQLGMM
HCV core dimer – blocks dimerization of HCV core protein; TR-FRET GST/Flag-core106 dimerization, 1536-well; inhibition, % at 5 µM; hit rate 0.33% among 300,000; AID 1899;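 active = inhibition above the mean of all tested compounds plus 3 SD, set per screening campaign, cut at about 45% in these data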
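Test system: GST/Flag-tagged HCV core106 proteins; Medium: KF-containing HEPES buffer, pH 7.45, DTT, CHAPS, BSA; Times: compound-protein-antibody incubation 4 h at 22.5 °C; Detection: TR-FRET 671 and 617 nm emission; Benchmarks: wells lacking GST-core106 and wells with excess unlabelled core106.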
AHR activator – activators of human aryl hydrocarbon receptor. AHR-responsive luciferase reporter cells, luminescence. activation, % at 5 µM. hit rate 2.5% among 320,000. AID 2796; in the data active = activation above about 47%;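 also: 0% = vehicle wells and 100% = reference agonist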
PAFAH2 FP inh – PAFAH2 (human) inhibition; Q99487; recombinant PAFAH2, FP-rhodamine activity probe, fluorescence polarization; inhibition, % at 3.39 µM; hit rate 0.99% among 340,000;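 active = inhibition above the mean over all tested compounds plus 3 SD, cut at about 30% in these data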;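 also: inhibitors block probe labeling of enzyme so polarization drops; 0% = enzyme with DMSO and 100% = wells lacking PAFAH2 protein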
PP1 counter – blocks human PP1-alpha phosphatase, a PP5 counter-screen. purified PP1alpha, OMFP fluorescence. inhibition, % at 6.7 µM. P62136. AID 2235. hit rate 0.9% among 320,000;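 active = inhibition above the mean inhibition of all tested compounds plus 3 SD, computed separately for each screening campaign, cut at about 15% in these data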
Target sequence (P62136 whole entry, looked up): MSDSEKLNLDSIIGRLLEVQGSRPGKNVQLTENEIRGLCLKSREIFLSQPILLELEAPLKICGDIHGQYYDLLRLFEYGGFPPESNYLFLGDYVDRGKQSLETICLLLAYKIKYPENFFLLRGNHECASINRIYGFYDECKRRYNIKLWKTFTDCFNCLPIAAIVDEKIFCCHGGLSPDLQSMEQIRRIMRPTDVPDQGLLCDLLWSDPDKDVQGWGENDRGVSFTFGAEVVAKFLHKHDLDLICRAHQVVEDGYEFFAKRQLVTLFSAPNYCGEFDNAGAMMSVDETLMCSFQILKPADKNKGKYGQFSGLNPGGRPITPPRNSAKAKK
TPT1 inhibitor – C. albicans TPT1 enzyme inhibition; recombinant caTPT1, FP RNA substrate dephosphorylation; inhibition, % at 5 µM; hit rate 0.81% among 300,000;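 active = inhibition above the mean of all tested compounds plus 3 SD, set per screening campaign, cut at about 24% in these data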;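 also: plate controls were DMSO alone for no effect and ferristatin control at 100 nM for full effect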
proCasp7 act – counter-screen for procaspase-3 activators: activators of human procaspase-7 | hit rate 0.093% among 330,000 | activation, % at 8.5 µM | P55210 | AID 463210 | recombinant procaspase-7, Ac-DEVD-pNA absorbance 405 nm; D23A/D198A/D206A triple mutant, cannot self-cleave; scale: DMSO 0, 5 µM enzyme 100;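 active = percent activation above the screen-wide mean plus 3 SD, cut at about 25% in these data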
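Assay system – Uncleavable procaspase-7 mutant enzyme · Quantity – 2 µM procaspase-7 mutant as dispensed · Times – 1 h preincubation, 2 h reaction · Dosing – single nominal 8.5 µM compound dose, 0.8% DMSO final · Buffer or medium – Zinc-free 50 mM HEPES buffer, pH 7.4, with NaCl and Triton X-100 · Detection – Epi-absorbance of released pNA at 405 nm, two timepoints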
proCasp3 act – procaspase-3 (human) activation; P42574; recombinant procaspase-3 D3A, Ac-DEVD-pNA absorbance 405 nm; activation, % at 8.5 µM; hit rate 0.11% among 330,000;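 active = activation above the mean of all tested compounds plus 3 SD, cut at about 21% in these data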;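 also: 0% = DMSO alone and 100% = DMSO wells spiked with extra 5 µM PC-3 D3A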
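Test system: Procaspase-3 D3A mutant; medium: Zinc-free HEPES/NaCl buffer with 0.01% Triton X-100 at pH 7.4; reagent: DEVD-pNA substrate; doses: one concentration, 8.5 µM nominal, 0.8% DMSO; times: 1 h preincubation plus 2 h reaction at 25 °C; signal: Epi-absorbance at 405 nm of released p-nitroaniline, 0 and 120 min; replicates: singlicate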
* marks the source's active call; other numbers are inactive results; / = not tested or not shown.

Compound | Fh CTSL1 inh | PP5 primary | HCV core dimer | AHR activator | PAFAH2 FP inh | PP1 counter | TPT1 inhibitor | proCasp7 act | proCasp3 act
Cc1ccc(-c2nc(CS(=O)(=O)CC(=O)N3CC(C)CC(C)C3)c(C)o2)cc1 (stereo unspecified) | 0 | 0.1 | 8 | 1 | 6 | 1 | -1 | 4 | -1
COc1cccc(NC(=O)COC(=O)Cc2ccccc2[N+](=O)[O-])c1 | -5 | 0.9 | -1 | 2 | 4 | 0 | 1 | 8 | 5
Cc1ccc(NS(=O)(=O)c2ccc(OCC(=O)NCc3ccncc3)cc2)cc1 | 1 | -1.4 | -6 | 5 | -4 | -4 | -1 | -13 | 0
COc1ccc(Cl)cc1NC(=O)c1nnn(CC(=O)Nc2ccc3c(c2)OCO3)c1N | -2 | 2.1 | 34 | 6 | -15 | 25* | 3 | 1 | -2
O=C(CCc1nnc(CCC2CCCCC2)o1)NCCc1cccnc1 | 0 | 4.1 | -13 | -2 | 1 | 4 | -5 | 13 | -2
Cc1ccc(-n2nc(C)c(C(=O)O)n2)c(C)c1 | -6 | 0.5 | 2 | -1 | 9 | -3 | -1 | -8 | 3
Cc1nc(N)sc1C(=O)N1N=N1 | 4 | -2.5 | -10 | 1 | 7 | -2 | -1 | -8 | -2
Nc1nc(SCn2nnc3ccccc3c2=O)n[nH]1 | 4 | 2.5 | 9 | -1 | 0 | -1 | 2 | 4 | 0
CCOC(=O)/C(=N\Nc1ccc(Br)cc1)N1CC(C)OC(C)C1 (stereo unspecified) | 4 | 0.1 | -5 | 9 | -8 | -3 | 2 | 0 | 1
Cc1ccc(Nc2nc(-c3sc(NC(=O)c4ccc([N+](=O)[O-])cc4)nc3C)cs2)cc1 | 1 | 5.2 | -2 | 6 | / | 10 | 2 | -37 | 5
CCOC(=O)Cn1c(=N)n(CCOc2cccc(C)c2)c2ccccc21 | -3 | 1.7 | -3 | 7 | -5 | 2 | 1 | 11 | -9
Cc1ccc(OC(=O)c2ccccc2C(=O)OCC(F)(F)C(F)F)cc1 | 3 | 1.5 | -4 | -1 | 0 | 0 | 1 | -5 | 3
C=CC(=O)NCCCc1cc(C(C)(C)C)c(O)c(C(C)(C)C)c1 | -4 | 3.3 | -2 | 1 | 0 | -2 | 3 | 0 | 0
CCOC(=O)N1CCN(c2ncnc3c2oc2nc(C(C)C)c4c(c23)CCC4)CC1 | 0 | 3.7 | 1 | 3 | 3 | 0 | -1 | -7 | 6
Cc1cccc(OC(=O)CCN2C(=O)C3C4C=CC(C5CC45)C3C2=O)c1C (stereo unspecified) | 1 | 1.2 | 12 | -1 | 2 | 1 | -2 | -4 | 3

Reprinted from the results shown, 2 compounds:
Compound | Fh CTSL1 inh | PP5 primary | HCV core dimer | AHR activator | PAFAH2 FP inh | PP1 counter | TPT1 inhibitor | proCasp7 act | proCasp3 act
CCOC(=O)N1CCN(c2ncnc3c2oc2nc(C(C)C)c4c(c23)CCC4)CC1 | 0 | 3.7 | 1 | 3 | 3 | 0 | -1 | -7 | 6
Cc1cccc(OC(=O)CCN2C(=O)C3C4C=CC(C5CC45)C3C2=O)c1C (stereo unspecified) | 1 | 1.2 | 12 | -1 | 2 | 1 | -2 | -4 | 3

(cont.)
Compound | Fh CTSL1 inh | PP5 primary | HCV core dimer | AHR activator | PAFAH2 FP inh | PP1 counter | TPT1 inhibitor | proCasp7 act | proCasp3 act
O=C(Nc1nc(-c2ccc3c(c2)OCO3)cs1)C1CC1 | -5 | -0.2 | -3 | 4 | 7 | -3 | 3 | 3 | 6
Cc1ccc(NC(=O)c2cccnc2)cc1C | 3 | -1.7 | 6 | 8 | 3 | -8 | -1 | 9 | 8
C[C@H](CO)N1C[C@H](C)[C@@H](CN(C)S(=O)(=O)c2cccs2)Oc2ccc(NC(=O)Cc3ccccc3)cc2C1=O | / | / | / | -2 | 1 | / | / | 4 | 5
COc1ccccc1Nc1nc(N)nc(CSC(=S)N2CCOCC2)n1 | -1 | 0.6 | 4 | 9 | 31* | -1 | -2 | 3 | 0
O=C1CN(C(=O)NCC(=O)N[C@H](C(=O)O)c2ccccc2)c2ccccc2N1 | -13 | -6.3 | -6 | 7 | 4 | -1 | 1 | -19 | 2
COc1cccc(-c2ccc(SCC(=O)N3CCc4ccccc43)nn2)c1 | -1 | 0.3 | 11 | 5 | / | -1 | 0 | 2 | -2
COc1ccc(N2CCN(S(=O)(=O)c3cc4c(cc3C)NC(=O)CO4)CC2)cc1 | -2 | -2.4 | -46 | -2 | -4 | 0 | -3 | 13 | 0
C1CCN(CCCNC2C3CC4CC(C3)CC2C4)C1 (stereo unspecified) | 0 | -0.9 | 3 | -2 | -5 | -4 | 1 | -1 | 3
CC1Sc2ccc(S(=O)(=O)CCC(=O)N3CCCC3)cc2NC1=O (stereo unspecified) | -1 | 0.6 | -7 | -1 | -4 | -1 | -1 | -4 | -7
CN1/C(=C\C(=O)Nc2ccc(Cl)cc2)C(C)(C)c2ccccc21 | 8 | 6.3 | -4 | 45 | 3 | -2 | 3 | -1 | -5
Cc1cc(SCC(=O)NC2(C#N)CCCCC2)nc2c(C)cccc12 | 5 | 4.2 | 5 | 3 | 4 | 2 | 1 | -5 | 2
COc1ccc(C(=O)Nc2ccccc2C(=O)Nc2ccccc2C(=O)O)cc1 | 3 | 3.6 | 10 | 13 | -3 | 10 | -4 | 8 | 5
O=C(COC(=O)c1cccc(S(=O)(=O)N2CCc3ccccc32)c1)Nc1ncc(C(F)(F)F)cc1Cl | -6 | 2.9 | 6 | 3 | 11 | -5 | 1 | 10 | -1
C[C@@H]1C=CC(=O)O[C@@H]1c1ccc(C(F)(F)F)cc1 | 2 | -0.6 | 4 | 9 | / | 1 | 1 | -3 | 7
COc1ccccc1N1CC(C(=O)OC(C)C(=O)N2CCCc3ccccc32)CC1=O (stereo unspecified) | -19 | 2.4 | 3 | 3 | 2 | 0 | -5 | 1 | 7
O=C1NC[C@H](c2ccccc2)N(CC2CCCCC2)C1=O | 0 | 0.2 | 7 | 1 | 9 | -3 | -1 | 6 | 4
O=C(O)C1CCCCC1C(=O)NCc1ccccc1 (stereo unspecified) | -1 | -0.1 | -1 | -2 | -9 | 0 | -3 | 10 | 1
O=C1CSC(c2ccccc2)N1c1cccnc1 (stereo unspecified) | 4 | 2.4 | -8 | 2 | 1 | -6 | -4 | 8 | -2
CC(OC(=O)c1ccc(O)cc1)C(=O)Nc1nc(-c2ccccc2)cs1 (stereo unspecified) | / | 3.1 | / | 21 | -17 | -1 | / | 18 | -1
N#CCC(=O)Nc1ccc(C(=O)OCC(=O)Nc2cccc(C(F)(F)F)c2)cc1 | -5 | 2.0 | 4 | 1 | 20 | 2 | 3 | 1 | 3
CCOC(=O)C1=C(C)Nc2nc3ccccc3n2C1c1cccs1 (stereo unspecified) | -1 | 2.7 | 2 | 24 | 0 | 2 | 2 | 1 | 1
Cc1ccc(-c2nnc(-n3nnc4ccccc43)c3ccccc23)cc1 | 0 | 1.3 | 15 | 1 | 5 | -2 | 2 | 2 | 3
Cc1cccc(CNc2ccc(C(CC(N)=O)NC(=O)Cc3cccc4ccccc34)cc2[N+](=O)[O-])c1 (stereo unspecified) | 3 | 2.3 | 6 | 4 | -16 | 17* | 5 | 1 | -1
CN(C)c1ccc(-c2nc3ccccc3c(=O)[nH]2)cc1 | 15 | 1.8 | -6 | 37 | -7 | 5 | 1 | -8 | 2
CCOC(=O)N1CCN(c2c(N3CCN(c4ccccc4F)CC3)c(=O)c2=O)CC1 | -2 | 2.3 | 7 | 3 | -1 | -4 | 1 | 2 | 6
C=CC[C@H](CC(=O)N(CCO)Cc1ccccc1)C(=O)N[C@H](COC(=O)[C@@H](CC=C)Cc1ccc(F)cc1)Cc1c[nH]c2ccccc12 | / | / | / | 2 | 1 | / | / | 15 | 7
COC(=O)c1[nH]c2ccc(C)cc2c1NC(=O)C(C)N1CCN(C2CCCCC2)CC1 (stereo unspecified) | 0 | -0.4 | 2 | 4 | -8 | -2 | -2 | 7 | 0
c1ccc(Nc2ncnc3sccc23)cc1 | 4 | 1.5 | 1 | 3 | 12 | -2 | -1 | 0 | 1
O=c1cc(CO)oc(CN2CCN(c3ccccc3)CC2)c1O | -1 | -0.1 | -5 | 4 | -2 | 0 | 3 | -3 | 0
O=C(/C(N=Nc1cccc(C(F)(F)F)c1)=C(/O)c1cccs1)C(F)(F)F | 0 | 2.0 | -7 | 39 | 11 | -1 | -4 | -5 | -7
CCN(CC)c1ncnc2sc(C(=O)N3CCN(c4ccc(OC)cc4)CC3)c(C)c12 | -2 | 4.6 | 12 | 2 | -2 | -2 | 1 | -6 | 8
C=CCSc1nnc(CNC(=O)c2ccc(Cl)cc2)n1CC | 3 | -2.3 | 0 | 7 | 9 | -4 | 0 | 0 | -6
CCOCCc1nnc(NC(=O)CS(=O)(=O)Cc2ccccc2)s1 | -2 | 3.9 | -5 | 1 | -2 | 1 | 1 | -4 | 6
COCCCn1c(=NC(=O)c2ccccc2)c(C#N)cc2c(=O)n3cccc(C)c3nc21 | 8 | 0.5 | 6 | 9 | 21 | 14 | -57 | -28 | -23
Cc1ccc(NC(=S)NC2CCCC2)cc1C | -1 | 3.5 | -9 | 7 | 4 | -1 | -3 | 2 | -2
CCc1ccc(C(=O)CCC(=O)Nc2ccc(OC)c(S(=O)(=O)N3CCCCC3)c2)cc1 | / | 4.0 | / | 1 | -11 | 0 | / | 2 | 7
O=C(Cn1nc(-c2ccco2)ccc1=O)Nc1ccc(Br)cc1 | -9 | -4.0 | 9 | 14 | 1 | 2 | 0 | -5 | -12
C/C(=N/NC(=O)CNC(=O)c1ccccn1)c1ccc([N+](=O)[O-])cc1 | -1 | 1.9 | 9 | 13 | -1 | -3 | -1 | -8 | -3
COC(=O)CN(n1cnnc1)S(=O)(=O)c1ccccc1 | -1 | 3.4 | -2 | 1 | -3 | 0 | -1 | -11 | 2
Cc1cccc(C(=O)NC(=S)Nc2ccc(Cc3ccncc3)cc2)c1 | -10 | 3.7 | 15 | -1 | 0 | 4 | -3 | -20 | -15

One compound at a time (already shown):
O=C(Cn1nc(-c2ccco2)ccc1=O)Nc1ccc(Br)cc1 is listed with Fh CTSL1 inh: -9; PP5 primary: -4.0; HCV core dimer: 9; AHR activator: 14; PAFAH2 FP inh: 1; PP1 counter: 2; TPT1 inhibitor: 0; proCasp7 act: -5; proCasp3 act: -12
COC(=O)CN(n1cnnc1)S(=O)(=O)c1ccccc1 is listed with Fh CTSL1 inh: -1; PP5 primary: 3.4; HCV core dimer: -2; AHR activator: 1; PAFAH2 FP inh: -3; PP1 counter: 0; TPT1 inhibitor: -1; proCasp7 act: -11; proCasp3 act: 2
